SKN-1 inh = suppressors of acrylamide-induced Pgst-4::GFP reporter in worms, primary screen, SKN-1 inhibitor project, whole organism, uHTS, GFP/RFP fluorescence ratio, strain VP596; C. elegans VP596 Pgst-4::GFP/RFP ratio, 24 h; AID 624304, 2012; 360,000 compounds, 0.49% hits; inhibition, % at 21.8 µM;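 active = interference check ratio from 0.5 to 1.5 plus GFP to RFP signal ratio inhibition reaching or exceeding a fixed threshold, cut at about 30% in these data, passing the limit was not always enough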; note: some compounds called inactive have numbers as strong as hits
Neddylation inh = inhibitors of cullin neddylation, primary screen, biochemical, TR-FRET, uHTS, NAE and Ubc12. NEDD8-conjugating enzyme Ubc12 (Homo sapiens) + NEDD8-activating enzyme E1 regulatory …. calls only at 25 µM. 360,000 compounds, 0.58% hits. AID 651699, 2012; in the data active = inhibition above about 36%
FAS-TE inh = FAS thioesterase domain inhibitors, primary screen, biochemical, fluorescence intensity, uHTS | Fatty acid synthase (Homo sapiens), P49327 | recombinant FAS-TE, OMFH fluorogenic substrate, fluorescence endpoint | inhibition, % at 15 µM | 360,000 compounds, 0.67% hits | AID 602261, 2012;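 active = compounds whose normalised, plate-corrected inhibition of enzyme fluorescence in the single-dose primary screen is 50% or more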;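 note: 0% = DMSO with enzyme and 100% = substrate without enzyme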
MT1-MMP act inh = blockers of MT1-MMP proenzyme processing, primary screen, HT1080 RFP-PRO-GFP cells, GFP/RFP fluorescence | Matrix metalloproteinase-14 (Homo sapiens), P50281 | 360,000 compounds, 0.061% hits | GFP/RFP ratio change, % at 20 µM | GFP/RFP ratio fluorescence, overnight; percent of plate control window, DMSO zero;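 active = GFP/RFP ratio change of at least 30% with cell ATP level not reduced by more than half and red fluorescence within 50% of control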; note: strong numbers were not always called active
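system = RFP-PRO-GFP reporter HT1080 cells | dosing = 20 µM single dose, 1% DMSO | timing = overnight cell settling, then overnight compound exposure, 37 °C, 5% CO2 | read-out basis = GFP/RFP fluorescence ratio | controls = DMSO and RFP-L50D-GFP cell wells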
CSN deneddyl inh = inhibitors of CSN-mediated cullin deneddylation, primary screen, biochemical, fluorescence polarization, uHTS. COP9 signalosome complex subunit 5 (Homo sapiens), Q92905. Purified CSN, SCF-Nedd8-OG deneddylation. inhibition, % at 12.5 µM. 360,000 compounds, 0.38% hits;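 active = pattern-corrected inhibition above about 35%, with an unprinted fluorescence ratio check between 0.5 and 1.5, limit read from the data, passing the limit was not always enough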;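 note: 0% = enzyme with substrate and 100% = substrate without enzyme; some results filed as inactive read as strong as hits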
Target sequence (Q92905 whole entry, looked up, one chain of several): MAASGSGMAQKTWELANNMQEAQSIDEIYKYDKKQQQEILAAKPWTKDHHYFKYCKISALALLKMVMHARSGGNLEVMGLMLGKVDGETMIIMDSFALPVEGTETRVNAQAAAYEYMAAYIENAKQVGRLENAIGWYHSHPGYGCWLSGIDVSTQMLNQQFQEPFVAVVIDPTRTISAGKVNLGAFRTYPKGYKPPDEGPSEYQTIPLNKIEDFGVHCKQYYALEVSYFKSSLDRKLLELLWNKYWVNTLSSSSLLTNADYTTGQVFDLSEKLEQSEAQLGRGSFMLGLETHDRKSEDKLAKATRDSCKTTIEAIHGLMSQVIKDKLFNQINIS
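test system = HEK293T-derived human Csn5 enzyme | amount = 0.24 nM Csn5 enzyme, final concentration | medium = Tris/NaCl/DTT buffer, pH 7.5 | schedule = 90 min reaction at room temperature | signal = FP | evaluation = inhibition of Csn5 cleavage, % | compound dosing = single dose of 12.5 µM compound with 0.25% DMSO | probe or stimulus = 10 nM SCFSkp2-Nedd8OG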
NadD inh = inhibitors of S. aureus NadD, primary screen, biochemical, colorimetric, uHTS | AID 602399, 2012 | purified NadD enzyme, colorimetric absorbance read-out | 360,000 compounds, 0.78% hits | Nicotinate-nucleotide adenylyltransferase NadD (Staphylococcus aureus N315) | inhibition, % at 20 µM; in the data active = inhibition above about 26%; note: some compounds past the cut are filed as inactive
PABP1 MLLE inh = inhibitors of PABP1 MLLE–PAM2 peptide binding, primary screen, biochemical, fluorescence polarization, FITC-PAM2, GST-MLLE. inhibition, % at 20 µM. 360,000 compounds, 0.36% hits. AID 588489, 2011; in the data active = inhibition above about 35%, passing the limit was not always enough;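 note: plate controls were DMSO wells with GST-MLLE for no effect and wells lacking GST-MLLE protein for full effect; some results filed as inactive read as strong as hits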
Rin1 Abl inh = inhibitors of Rin1-Abl protein binding, primary screen, biochemical, TR-FRET; inhibition, % at 7.35 µM; 360,000 compounds, 0.4% hits; in the data active = inhibition above about 5%, passing the limit was not always enough
Rpn11 block = Rpn11 (PSMD14) deubiquitinase inhibitors, primary screen, biochemical, fluorescence polarization, uHTS; 360,000 compounds, 0.59% hits; 26S proteasome non-ATPase regulatory subunit 14 (Homo sapiens), O00487; calls only at 20 µM; human 26S proteasome, Ub4-pepOG fluorescence polarization; 20S core pre-blocked with epoxomicin;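 active = inhibition at 20 µM, scaled to each plate's controls, above about 33%, limit read from the data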
Target sequence (O00487 whole entry, looked up): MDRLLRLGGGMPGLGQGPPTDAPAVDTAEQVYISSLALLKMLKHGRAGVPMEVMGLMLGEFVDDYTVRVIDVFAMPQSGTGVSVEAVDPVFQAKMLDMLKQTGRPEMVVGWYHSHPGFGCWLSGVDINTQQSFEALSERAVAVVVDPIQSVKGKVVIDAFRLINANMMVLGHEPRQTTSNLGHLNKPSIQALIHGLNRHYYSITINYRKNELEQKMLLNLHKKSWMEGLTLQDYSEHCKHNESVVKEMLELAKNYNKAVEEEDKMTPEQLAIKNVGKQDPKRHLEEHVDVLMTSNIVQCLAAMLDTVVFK
* marks the source's active call; other numbers are inactive results; i = inactive; nt = no result given; & = joins results of further samples.

SMILES	SKN-1 inh	Neddylation inh	FAS-TE inh	MT1-MMP act inh	CSN deneddyl inh	NadD inh	PABP1 MLLE inh	Rin1 Abl inh	Rpn11 block
Nc1sc2c(c1C(=O)c1ccccc1)CCCC2	16	i	-3	0	2	10	17	-1	i
Nc1nc(CN2CCCCCC2)nc(Nc2ccc(F)cc2)n1	4	i	-6	-2	-1	1	-7	6	i
O=C(NCC(=O)N(c1ccc(F)cc1)C(C(=O)NC1CCCCC1)c1cccnc1)c1ccco1 (stereo unspecified)	-5	i	0	5	-1	1	11	2	i
O=c1c2ccccc2[nH]c(=S)n1C1CCCCC1	-5	i	0	3	-2	-4	-58	-2	i
COc1cc2ccccc2c2c1CCCC2=O	0	i	5	-5	-2	-4	-12	1	i
O=C(N=Nc1c(O)[nH]c2ccccc12)c1cc(-c2ccc(F)cc2)n[nH]1	0	i	8	1	68	19	8	-2	i
COC(C(=O)N1CCC(n2nccc2NC(=O)C2CC2)CC1)c1ccccc1 (stereo unspecified)	6	i	-2	-1	-3	-1	-14	1	i
CCn1nc(C(=O)Nc2ccc(C)c(C)c2)c(Cl)c1Cl	24	nt	-3	0	4	-2	-3	-1	i
COc1cc(OC)c(C(=O)NC2CCCCCC2)cc1OC	9	i	3	6	-7	0	10	0	i
CCC(=O)Nc1ccc(Cl)c(NC(=O)c2cccc(OC)c2)c1	-4	i	-12	6	-1	6	-8	1	i

The final 2 entries of the section above come first, to join the parts.
SMILES	SKN-1 inh	Neddylation inh	FAS-TE inh	MT1-MMP act inh	CSN deneddyl inh	NadD inh	PABP1 MLLE inh	Rin1 Abl inh	Rpn11 block
COc1cc(OC)c(C(=O)NC2CCCCCC2)cc1OC	9	i	3	6	-7	0	10	0	i
CCC(=O)Nc1ccc(Cl)c(NC(=O)c2cccc(OC)c2)c1	-4	i	-12	6	-1	6	-8	1	i
COc1ccc(OC)c(NC(=O)Cc2cccs2)c1	18	i	-2	0	5	3	-2	1	i
O=C(CSc1nnc(NC(=O)c2ccccc2)s1)NCc1ccco1	-2	i	-7	2	1	0	-7	0	i
COc1ccc(-c2csc(NC(=O)c3cc(C)oc3C)n2)cc1OC	8	i	2	-14	3	-3	-46	0	i
CCOC(=O)c1c(N)sc2c1CCN(CCc1ccccc1)C2	4	i	-16	-5	20	-3	-55	-3	nt
Cn1c(SCC(=O)Nc2cccc(Br)c2)nnc1-c1cc2ccccc2o1	16	i	-7	1	0	3	-9	-3	i
CC(=O)N1c2ccc(S(=O)(=O)N3CCCC(C(=O)Nc4ccc(F)cc4)C3)cc2CC1C (stereo unspecified)	-24	i	3	-7	7	3	-5	6	i
O=C(COC(=O)c1ccc(Br)o1)NCc1ccc(Cl)cc1	25	i	-2	-1	-7	-5	11	-2	i
C=C(C)c1ccc(C(C)(C)NC(=O)N(Cc2ccccc2)Cc2ccco2)cc1	-4	i	6	3	-2	3	0	-2	i
C[C@@H]1C[C@H]2[C@@H]3CCC4=CC(=O)C=C[C@]4(C)[C@@]3(F)[C@@H](O)C[C@]2(C)[C@@]1(O)C(=O)CO	-1&5	i	-2&0	-1&-1	-4&0	0&4	-3&-4	2&2	i
O=C(Nc1ccc(NC(=O)c2cccs2)cc1)c1ccccc1	5	nt	-1	-1	-1	-15	-24	-2	i
O=C(O)C1=C[C@@H](C2CC2)C[C@@H](OCCCCO)O1	-14	i	-13	-6	-1	-1	9	2	i
O=S(=O)(NC1CCCCC1N1CCC(O)CC1)c1ccccc1 (stereo unspecified)	-4	i	-2	-2	1	-6	-11	-1	i
COc1ccccc1CNC(=O)c1n[nH]c2ccccc12	-6	i	-3	4	-2	-10	-8	1	i
CC1=C(C(=O)Nc2ccccc2C)C(c2ccc(C)o2)n2c(s/c(=C/c3ccccc3)c2=O)=N1 (stereo unspecified)	-6	i	-6	-6	2	-9	-9	3	i
Cc1nc(SC(C)C(=O)NC2CCCC2)c2ccccc2n1 (stereo unspecified)	16	i	-10	-3	3	-9	5	-3	i
Cc1sc(NC(=O)C2CCCC2)c(C#N)c1C	1	i	-2	-4	-3	-2	23	2	i
O=C(CSc1nnc(-c2cccnc2)n1CCc1ccccc1)N1CCCCC1	27	i	-3	1	-4	5	0	1	i
Cc1nn(Cc2ccc(F)cc2)c2sc(C(=O)Nc3nccs3)cc12	-4	i	8	1	2	3	-2	-13	i
COc1ccc(CCC(=O)NCc2cn3ccsc3n2)cc1	16	i	-6	-1	-5	-4	9	1	i
CCN(CC(=O)Nc1c(F)cccc1F)C(=O)CCCc1nc2ccccc2c(=O)[nH]1	13	i	-6	0	-1	-7	-3	1	i
CCN(C(=O)COC(=O)Cn1c(C)csc1=O)c1c(N)n(Cc2ccccc2)c(=O)[nH]c1=O	-13	i	-3	-4	-2	2	-1	-7	i
Cc1ccc(C(CC(=O)O)Nc2nc(N3CCOCC3)nc(N3CCOCC3)n2)cc1 (stereo unspecified)	11	i	-8	-2	-12	2	14	-3	i
CC(c1ccco1)N(C(=O)C12CC3(C)CC(C)(CC(C)(C3)C1)C2)c1ccccn1 (stereo unspecified)	11	i	23	-9	-1	-3	-6	-3	i
Cc1cc(F)ccc1NCc1ccncc1	1	i	-5	-1	-2	3	0	3	i
CC12CC3OC3CC1CCC1C2CCC2(C)C1CCC21OCCO1 (stereo unspecified)	-2	i	12	0	-2	0	1	-3	i
COc1ccc(NC(=O)Cc2c[nH]c3ccccc23)cc1S(=O)(=O)N1CCCCC1	-8	i	-2	-1	-1	-3	-9	1	i
CC1CCCCC1NC(=O)C1CCN(S(=O)(=O)N2CCOCC2)CC1 (stereo unspecified)	6	i	-8	4	0	-5	8	0	i
CC1=NCCN1CCNC(=O)Nc1ccc(F)cc1	11	i	-11	5	4	1	-11	-4	i
O=S1(=O)CCOC[C@H](CC2CCCCC2)N1Cc1ccc(Cl)cc1	8	i	26	-4	-2	-3	2	0	i
Cc1ccc(C2C(C(=O)c3cc4ccccc4o3)=C(O)C(=O)N2CCN2CCOCC2)o1 (stereo unspecified)	24	i	-7	-9	-1	8	6	0	i
S=c1[nH]c(-c2ccccc2)cn1/N=C/c1cccc2ccccc12	0	i	20	2	-6	18	22	1	i
CCn1c(SCC(=O)Nc2ccccc2)nc2c(c1=O)SCC2	11	i	-2	3	2	-4	-15	-2	i
O=C(CCn1c(=O)c2ccccc2n(Cc2cccnc2)c1=O)NCc1ccc2c(c1)OCO2	8	i	-3	-1	2	-3	8	1	i
CCC(Br)C(=O)Nc1ccc(OC)cc1 (stereo unspecified)	-2	i	-5	-2	-6	-1	-1	0	i
Cc1ccc(C(=O)N2CCN(c3ccc(NC(=O)c4cccnc4Cl)cc3)CC2)cc1	9	i	-7	-1	-10	-2	1	5	i
N#CCSc1nnc2ccc3ccccc3n12	-14	i	0	0	3	-6	-2	1	i
CCCn1c(N)c(N(CCOC)C(=O)COC(=O)CSc2cc(C)c3ccccc3n2)c(=O)[nH]c1=O	-11	i	-9	-2	5	-1	-24	-1	i
O=[N+]([O-])c1ccccc1Oc1ccc(S(=O)(=O)N2CCOCC2)cc1	-2	i	3	9	-6	-6	-4	2	i
O=C1C2ON(c3ccccc3)C(c3ccccn3)C2C(=O)N1c1ccc(Br)cc1 (stereo unspecified)	15	i	4	0	1	-1	9	1	i
O=c1[nH]c2ccccc2c2nc3ccccn3c12	8	i	-7	5	3	2	-3	-2	i
COc1ccc(NC(=O)COC(=O)c2ccc(Br)o2)cc1OC	-7	i	-10	1	-2	-4	-5	-2	i
CCC(O)C1CCN(Cc2cn(Cc3ccccc3)nc2-c2cc3ccccc3o2)CC1 (stereo unspecified)	-10	i	-4	2	9	-8	-3	0	i
COc1cccc(C(CC(=O)NCc2ccco2)NS(=O)(=O)c2ccc(C)cc2)c1OC (stereo unspecified)	-15	i	-7	0	-4	1	-2	1	i
O=C(CNCc1ccccc1)Nc1ccc(F)cc1	-5	i	0	1	-6	-11	-20	-3	i
Cc1ccc(NC(=S)N2CCC(NC(=O)c3ccc(F)cc3)CC2)cc1	-7	i	-6	3	-2	2	-114	2	i
COc1ccc(C2C(C(=O)c3ccco3)=C(O)C(=O)N2CC2CCCO2)cc1OC (stereo unspecified)	6	i	-3	0	1	-1	2	-3	i
Cc1cccc2cc(CN(CC(C)C)S(=O)(=O)c3ccccc3)c(=O)[nH]c12	-16	i	24	4	6	-11	7	4	i
O=C(NCCN1C(=O)CSC1=O)C1CC(=O)N(c2ccccc2)C1 (stereo unspecified)	18	i	-4	1	-1	1	-2	-3	i
O=C(O)c1cccnc1SCC(=O)N1CCCCCC1	2	i	-3	-3	4	-1	-17	-5	i
CCCn1nnc(NC(=O)COc2ccccc2Cl)n1	4	i	-12	3	0	-1	4	3	i

By substructure: those above with a cyano group (2)
SMILES	SKN-1 inh	Neddylation inh	FAS-TE inh	MT1-MMP act inh	CSN deneddyl inh	NadD inh	PABP1 MLLE inh	Rin1 Abl inh	Rpn11 block
Cc1sc(NC(=O)C2CCCC2)c(C#N)c1C	1	i	-2	-4	-3	-2	23	2	i
N#CCSc1nnc2ccc3ccccc3n12	-14	i	0	0	3	-6	-2	1	i

(listing goes on)
SMILES	SKN-1 inh	Neddylation inh	FAS-TE inh	MT1-MMP act inh	CSN deneddyl inh	NadD inh	PABP1 MLLE inh	Rin1 Abl inh	Rpn11 block
COc1ccc(C(C(=O)NC2CCCC2)n2c(Cc3cc(F)cc(F)c3)nc3ccccc32)cc1 (stereo unspecified)	-3	i	nt	-3	-4	nt	nt	nt	nt
Cc1ccc2nc(SCC(=O)Nc3cc(C)on3)[nH]c2c1	8	i	-6	1	3	0	-2	-4	i
O=C(C(c1ccccc1)c1ccccc1)N1CCN(Cc2ccco2)CC1	-13	i	-6	-2	1	-1	-2	3	i
COc1ccc(/C=N/NC(=O)Nc2nonc2N)cc1	-35	i	-6	0	-3	-4	1	3	i
COc1ccc(/C(C)=N/Nc2ccc(C(=O)O)cc2)cc1OC	6	i	-11	4	2	-1	14	0	i
CCN1CCN(C(=O)C2CC(c3ccc(F)cc3)=NO2)CC1 (stereo unspecified)	20	i	-6	1	-7	-2	-7	-2	i
O=C1/C(=C/c2cccnc2)Sc2ccccc21	12	i	0	0	2	8	18	0	i
Cc1cc(C(=O)Nc2ccc(Br)cn2)sc1C	18	i	15	3	-1	-6	-4	4	i
Cc1ccccc1NC(=O)Nc1ccccc1N1CCCCC1	-14	i	15	-3	-3	-8	-10	1	i
COc1ccccc1C(=O)NC(=O)COC(=O)c1cccc(C)c1O	-9	i	13	2	-5	-9	22	-1	i

Screening data (PubChem BioAssay)

Rows were taken by chance. Share with any hit: about 3.9%.
